Assay outcomes as filed in PubChem.
tim23-1 inh: growth inhibitors of tim23-1 mutant yeast, primary screen, luminescence, uHTS | inhibition, % at 20 µM | 330,000 tested, 1.3% active | S. cerevisiae tim23-1 growth, BacTiter-Glo luminescence, 24 h;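 active = growth inhibition of the mutant yeast at or above 50%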;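 also: temperature-sensitive mutant grown at 25 °C; plate controls were DMSO-treated mutant yeast for no effect and medium wells lacking yeast for full effect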
tim10-1 inh: growth inhibitors of tim10-1 mutant yeast, primary screen, luminescence, uHTS; AID 463190, 2010; S. cerevisiae tim10-1 ts strain growth, BacTiter-Glo, 24 h; inhibition, % at 20 µM; 330,000 tested, 2.2% active;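 active = inhibition of at least 40%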;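 also: mutant grown at 25 °C; 0% = DMSO wells with yeast and 100% = wells holding no yeast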
Jurkat NFkB inh: inhibitors of induced NF-kB luciferase reporter, primary screen, TCR NF-kB activation inhibitor project, cell-based, luminescence, uHTS | inhibition, % at 4 µM | 330,000 tested, 0.53% active | Jurkat, PMA/ionomycin-induced NF-kB luciferase reporter | AID 435003, 2010; in the data active = inhibition above about 50%
Mdm2-MdmX inh: inhibitors of human Mdm2-MdmX association, primary screen, cell-based, luminescence, split luciferase, SaOS-2, uHTS; 330,000 tested, 3% active; inhibition, % at 8 µM; AID 485346, 2010; Protein Mdm4 (Homo sapiens) + E3 ubiquitin-protein ligase Mdm2 (Homo sapiens), …; SaOS-2 split-luciferase Mdm2/MdmX complementation;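 active = inhibition of at least 50% at 8 µM in the primary screen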
Target sequence (O15151 whole entry, looked up): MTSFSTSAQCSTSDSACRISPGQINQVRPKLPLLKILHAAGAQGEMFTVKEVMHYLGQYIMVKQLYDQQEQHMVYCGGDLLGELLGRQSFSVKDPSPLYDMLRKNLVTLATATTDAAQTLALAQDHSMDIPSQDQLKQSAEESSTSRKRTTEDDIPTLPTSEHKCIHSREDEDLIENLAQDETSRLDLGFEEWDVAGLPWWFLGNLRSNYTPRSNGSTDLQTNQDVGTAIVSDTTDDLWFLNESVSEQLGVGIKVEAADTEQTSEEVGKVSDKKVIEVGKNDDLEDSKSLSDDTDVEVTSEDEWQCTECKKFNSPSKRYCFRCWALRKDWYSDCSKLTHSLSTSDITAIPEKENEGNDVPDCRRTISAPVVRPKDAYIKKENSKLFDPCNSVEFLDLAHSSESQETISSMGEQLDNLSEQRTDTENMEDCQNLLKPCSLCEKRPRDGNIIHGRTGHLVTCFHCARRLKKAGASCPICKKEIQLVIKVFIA
Target sequence (Q00987 whole entry, looked up): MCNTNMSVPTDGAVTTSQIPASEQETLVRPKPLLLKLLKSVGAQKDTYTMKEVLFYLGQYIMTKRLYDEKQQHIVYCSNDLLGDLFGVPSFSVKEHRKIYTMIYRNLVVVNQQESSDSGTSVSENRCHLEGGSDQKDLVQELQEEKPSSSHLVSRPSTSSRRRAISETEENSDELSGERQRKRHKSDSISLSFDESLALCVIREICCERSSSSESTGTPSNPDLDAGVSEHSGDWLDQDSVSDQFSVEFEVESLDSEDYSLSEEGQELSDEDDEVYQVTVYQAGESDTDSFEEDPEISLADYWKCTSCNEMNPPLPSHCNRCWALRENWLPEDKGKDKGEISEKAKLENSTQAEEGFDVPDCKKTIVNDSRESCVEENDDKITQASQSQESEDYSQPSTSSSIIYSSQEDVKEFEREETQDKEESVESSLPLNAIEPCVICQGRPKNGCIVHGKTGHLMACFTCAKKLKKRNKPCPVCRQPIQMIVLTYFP
697 NFkB inh: inhibitors of PMA/ionomycin-induced NF-kB reporter, 697 cells, primary screen, B-cell NF-kB inhibitor project, cell-based, luminescence, uHTS; 697 B-cell NF-kB luciferase reporter, 16 h; inhibition, % at 4 µM; 330,000 tested, 0.33% active; in the data active = inhibition above about 35%
TIM10 inh: growth inhibitors of isogenic TIM10 control yeast, primary screen, counter-screen for tim10-1 yeast inhibitor project, luminescence, uHTS; S. cerevisiae TIM10 strain growth, BacTiter-Glo luminescence, 24 h; AID 463195, 2010; 330,000 tested, 1.4% active; inhibition, % at 10 µM;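 active = inhibition of 40% or more at the single tested concentration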;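 also: wild-type TIM10 isogenic control strain grown at permissive 25 °C; 0% = DMSO yeast wells and 100% = minimal medium wells without yeast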
UPR CHOP act: activators of apoptotic CHOP UPR arm, primary screen, cell-based, CHO-CHOP luciferase reporter, luminescence, uHTS | UPR activation; percent of tunicamycin response over DMSO baseline | activation, % at 10 µM | 330,000 tested, 0.34% active | AID 449763, 2010;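 active = at 10 µM dose, activation of 40% or more, normalized to positive control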;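 also: 100% = tunicamycin at 10 µg/mL and 0% = DMSO alone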
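measured by = luciferase luminescence | assay system = CHO-CHOP cells, stable luciferase reporter of PERK-eIF2a-CHOP signalling | amount = 500 reporter cells seeded per well | timing = 6 h compound exposure at 37 °C after overnight seeding | controls = positive tunicamycin 10 µg/mL, negative DMSO alone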
UPR XBP1 act: activators of adaptive XBP1 UPR arm, primary screen, cell-based, CHO-XBP1 luciferase reporter, luminescence, uHTS | 330,000 tested, 0.33% active | IRE1-XBP1 UPR activation; percent of tunicamycin response, DMSO as zero | activation, % at 20 µM;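 active = versus positive control, 20 µM dose yields 30% or more activation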;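 also: 100% = tunicamycin at 10 µg/mL and 0% = DMSO only wells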
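Material – CHO cell line with stable XBP1 luciferase reporter · Buffer or medium – F12 plus 10% FBS · Compound – single point, 20 µM final compound, 1% DMSO · Schedule – 16-18 h cell attachment at 37 °C, then 6 h compound exposure · Signal – Steady-Glo luminescence read · Benchmarks – high control tunicamycin 10 µg/mL final, low control DMSO vehicle only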
Numbers without * were called inactive. An unsorted share of the library; any-hit rate near 6.6%.

SMILES	tim23-1 inh	tim10-1 inh	Jurkat NFkB inh	Mdm2-MdmX inh	697 NFkB inh	TIM10 inh	UPR CHOP act	UPR XBP1 act
Cc1ccc(N(C(=O)c2snc(C(N)=O)c2N)C(C(=O)NCCC(C)C)c2ccco2)cc1 (stereo unspecified)	8.1	15.6	6.1	8.6	-0.3	21.1	3.1	-5.1
COc1ccc(CO/N=C/c2c(C)[nH]c(=O)[nH]c2=O)cc1	-0.6	4.5	15.7	16.3	-0.5	2.3	-3.8	2.2
CC1(C)Cc2ccccc2C(NNC(=O)c2ccncc2)=N1	-6.2	10.0	-17.9	1.8	-9.3	-4.9	-0.7	0.0
N#Cc1c(N)nc(N2CCCC2)c(C#N)c1-c1ccc(Cl)cc1	2.8	11.0	4.7	26.6	11.3	3.9	0.0	-3.5
COc1ccc2c(C(=O)NCc3ccc4c(c3)OCO4)c(-c3ccc(S(C)(=O)=O)cc3)sc2c1	19.4	14.6	-30.9	84.4*	8.6	3.0	1.7	1.0
CCOC(=O)c1oc2ccccc2c1NC(=O)Cc1cccs1	-2.8	11.7	-11.9	14.6	4.1	-8.9	1.5	-1.0
O=C(N/N=C/c1c[nH]c2ccc(Br)cc12)c1ccccn1	16.1	-63.8	1.1	18.5	13.1	3.0	4.1	-2.4
O=c1c2ccccc2nnn1CSc1nnnn1-c1ccc(O)cc1	8.8	-6.3	-1.2	-13.4	9.2	14.6	0.8	-3.2
O=C1OCCN/C1=C\C(=O)c1ccccc1	-5.9	-5.0	7.0	3.3	-11.1	1.1	0.4	-0.2
Cc1ccc(NC(=O)CN(Cc2ccco2)Cc2ccccc2O)cc1C	40.8	0.8	-14.4	-9.4	-1.1	26.8	4.5	4.3
CCc1nccn1S(=O)(=O)c1ccc(OC)c(C)c1C	16.7	18.5	1.3	-13.2	-5.5	11.2	0.1	-2.8
NC(Cc1ccc(O)cc1)c1cn([C@@H](CCC(=O)O)C(=O)N2CCNCC2)nn1 (stereo partly specified)	-1.5	-24.3	4.1	14.7	13.1	-6.6	-1.9	-3.2
COc1ccc(CNC(=O)CN(CC2CCCO2)C(=O)CNS(=O)(=O)c2ccc(C)cc2)cc1 (stereo unspecified)	-10.3	-9.4	1.6	7.8	6.7	-3.0	-1.0	2.4
Cc1c(C(=O)NC(C)c2ccncc2)oc2ccccc12 (stereo unspecified)	11.7	8.0	0.0	-2.8	27.2	0.3	0.5	-1.0
COc1ccc(C(=O)COC(=O)C(CC(C)C)N2C(=O)c3ccccc3C2=O)cc1 (stereo unspecified)	19.9	21.3	-2.4	21.9	-9.3	8.4	-1.0	-1.2
Cc1ccc(S(=O)(=O)Nc2cccc3cccnc23)cc1	24.9	34.0	92.3*	99.1*	-14.4	27.0	620.5*	-5.2
CCc1nn(CCCC(=O)N2CCN(c3ccc(OC)cc3)CC2)c(=O)c2cc3occc3n12	20.8	14.6	2.4	13.6	3.1	17.5	0.1	-0.4
O=C(NN1C(=O)NC2(CCCCC2)C1=O)c1ccc(Cl)s1	13.7	0.6	-10.1	0.7	15.7	1.9	1.0	1.4
CCOC(=O)C1Nc2ccccc2C2c3ccccc3CC12 (stereo unspecified)	59.1*	50.1*	12.5	15.6	28.3	34.9	-0.8	0.3
CCc1ccc(NC(=O)CSc2nnc(CC)c(CC)n2)cc1	23.3	17.2	-2.7	16.6	10.0	16.5	-0.2	0.8
CCC(C)(C)c1nnc(NC(=O)CCC2CCCCC2)s1	13.9	11.5	-10.3	-17.2	-20.2	27.1	1.6	-1.6
CCOC(=O)N1CCC2(CC1)C(C#N)=C(N)OC1=C2C(=O)CC(C)C1 (stereo unspecified)	4.4	16.4	-10.2	-0.2	5.1	8.5	-0.2	-1.0
Cc1cc(C)nc(NNC(=O)c2ccccc2O)n1	-13.2	3.4	8.8	-10.9	24.3	1.6	1.9	-0.3
COc1ccc(-n2c(=S)[nH]c3cc(C(=O)NCc4cccnc4)ccc3c2=O)c(OC)c1	8.2	6.9	4.4	-2.0	13.7	-7.4	0.0	-5.0
O=S(=O)(c1cccc(-c2cn3cccnc3n2)c1)N1CCOCC1	-1.9	1.8	-3.3	-18.9	10.7	-7.4	-0.9	1.4

Looked up one by one from above, 4 records:
SMILES	tim23-1 inh	tim10-1 inh	Jurkat NFkB inh	Mdm2-MdmX inh	697 NFkB inh	TIM10 inh	UPR CHOP act	UPR XBP1 act
CCOC(=O)N1CCC2(CC1)C(C#N)=C(N)OC1=C2C(=O)CC(C)C1 (stereo unspecified)	4.4	16.4	-10.2	-0.2	5.1	8.5	-0.2	-1.0
CCOC(=O)c1oc2ccccc2c1NC(=O)Cc1cccs1	-2.8	11.7	-11.9	14.6	4.1	-8.9	1.5	-1.0
N#Cc1c(N)nc(N2CCCC2)c(C#N)c1-c1ccc(Cl)cc1	2.8	11.0	4.7	26.6	11.3	3.9	0.0	-3.5
O=c1c2ccccc2nnn1CSc1nnnn1-c1ccc(O)cc1	8.8	-6.3	-1.2	-13.4	9.2	14.6	0.8	-3.2

The list continues:
SMILES	tim23-1 inh	tim10-1 inh	Jurkat NFkB inh	Mdm2-MdmX inh	697 NFkB inh	TIM10 inh	UPR CHOP act	UPR XBP1 act
CCn1c(=O)c(=O)[nH]c2cc(C(=O)NC3CCCc4ccccc43)ccc21 (stereo unspecified)	11.2	25.3	12.5	49.4	6.1	0.5	1.1	1.0
O=c1[nH]c(CSc2nnc(Cc3ccccc3)o2)nc2ccccc12	4.0	5.5	14.1	7.4	6.0	22.9	-0.1	-6.0
CN(C)S(=O)(=O)c1ccc(N2CCCC2)c(C(=O)NCc2ccc(Cl)cc2)c1	-2.5	36.0	-6.8	10.7	-4.4	4.4	1.0	-4.2
COc1ccccc1C(=O)NCC(=O)N/N=C/c1ccncc1	4.3	12.5	-1.8	-6.5	4.1	-5.3	-1.9	1.8
COC(=O)c1ccc(C2C(Oc3ccc(OC)cc3)C(=O)N2CCc2ccc(F)cc2)cc1 (stereo unspecified)	7.3	16.7	2.2	20.4	17.4	-1.8	-2.8	0.4
CCC(C)NC(=O)C1CC(=O)N(CCc2ccc(F)cc2)C1 (stereo unspecified)	8.7	14.1	-0.1	17.9	8.4	7.7	1.3	-4.4
O=C(COC(=O)c1ccc(S(=O)(=O)N2CCCC2)cc1)Nc1cccc(F)c1	-8.3	-1.5	-8.6	-5.4	-8.7	-3.9	0.1	0.1
Cc1cc(C)c2cc(C(=O)Nc3ccc4c(c3)OCO4)[nH]c2c1	-1.7	0.1	-2.7	18.7	10.6	-5.8	3.0	2.5
O=C(O)/C=C\C(=O)Nc1cccc(C(=O)Nc2cccc(O)c2)c1	2.0	2.0	3.5	14.4	11.3	1.2	1.0	-2.1
O=C(CNC(=O)c1ccc(Br)o1)Nc1ccc(N2CCCCCC2)cc1	34.8	10.7	8.0	-14.4	-19.0	10.3	-1.2	1.5
CCOc1ccc(C(C(=O)NC2CCCCC2)N(C(=O)Cc2cccs2)c2ccc(-n3cnnn3)c(OC)c2)cc1 (stereo unspecified)	15.7	13.7	-8.5	19.0	-29.0	9.8	0.7	-0.4
CC(=O)NC12CC3CC(C1)CC(C(=O)N(C)CC(=O)Nc1cccc(F)c1)(C3)C2	-6.0	8.8	-6.0	17.3	11.5	9.1	0.4	-0.8
COc1cc2[nH]c3ccccc3c2cc1C	14.5	27.0	15.2	18.7	1.0	6.2	2.9	4.1
Cc1ccccc1Cn1cnc2ccccc21	8.2	22.2	9.2	28.8	-0.6	2.2	-1.1	-3.0
O=C(NCCC1=CCCCC1)C(c1ccccc1)c1ccccc1	24.1	15.6	-4.5	15.7	13.4	19.2	-1.8	-7.7
Cc1ccc(OCCC(=O)OCC(=O)N2c3ccccc3CC2C)cc1 (stereo unspecified)	18.5	22.0	2.0	8.1	1.1	18.9	-0.5	2.3
COc1ccc(C(=O)NCC(=O)OCn2nnc3ccccc3c2=O)cc1OC	-13.9	4.4	-16.9	-12.1	-0.7	1.5	1.5	-2.0
Nc1ncnc2c1ncn2[C@@H]1O[C@H](CNCc2ccc(-n3cccn3)cc2)[C@@H](O)[C@H]1O	12.3	5.7	-11.2	-29.3	-31.1	20.3	0.1	4.0
C/C(=N\NC(=O)c1ccc(C)cc1C)c1ccc(-n2ccnc2)cc1	2.0	-14.5	8.4	21.7	4.3	-11.0	3.2	-0.3
C/C(CC(=O)Nc1ccccc1-c1ccccc1)=N\NC(=O)COc1ccc(C)cc1Br	12.8	17.8	-4.9	-0.1	-27.2	-7.8	-1.4	1.5
O=C(CSc1nc(-c2ccccc2)cc(=O)[nH]1)Nc1ccccc1	-1.0	-5.2	-5.0	12.3	5.2	-3.3	0.5	-1.4
Cc1cc(C)c(C)c(OCCN2CC(C)OC(C)C2)c1 (stereo unspecified)	7.1	3.8	-8.9	-5.3	-1.3	-14.8	-2.1	-6.2
O=C(CN1C(=O)/C(=C\c2cccs2)SC1=S)Nc1cccc(C(=O)O)c1	14.8	3.6	7.2	19.9	17.9	4.9	-0.5	-0.7
CC1=C(C(=O)OC2CCCC2)C(c2coc3ccccc3c2=O)C2=C(CC(C)(C)CC2=O)N1 (stereo unspecified)	-26.2	-41.6	0.7	4.1	11.6	-64.6	0.9	-0.6
O=C(CN1CCCCC1)Nc1ccc(NC(=O)c2ccccc2Cl)cc1Cl	8.2	-6.7	-13.1	26.8	4.9	-21.1	-0.5	-4.2
(further entries)
SMILES	tim23-1 inh	tim10-1 inh	Jurkat NFkB inh	Mdm2-MdmX inh	697 NFkB inh	TIM10 inh	UPR CHOP act	UPR XBP1 act
CC(C)Cn1c(N)c(C(=O)CSc2nnc(-c3ccco3)n2C)c(=O)n(C)c1=O	-7.3	7.8	5.2	-3.7	8.0	-2.2	-2.3	0.9
O=C(O)CN1C(=O)/C(=C/c2ccsc2)SC1=S	8.4	-8.1	-8.8	6.9	6.0	11.5	-0.2	-2.4
CCOc1ccc(NC(=O)c2ccc3[nH]c(=O)c(=O)[nH]c3c2)cc1	19.7	26.9	2.4	25.7	6.7	-3.1	-0.8	-8.0
NS(=O)(=O)c1cc(C(=O)OCC(=O)Nc2ccc(N3CCCCC3)cc2)ccc1Cl	-9.2	-1.2	-5.5	-0.8	-3.8	4.5	0.2	0.0
O=c1[nH]c2ccc(NC(=S)NCCc3ccccc3)cc2[nH]1	0.2	-9.6	-9.3	-10.3	25.4	-26.5	0.7	-1.8
COc1ccc(NC(=O)c2cc(CN3C(=O)c4ccccc4C3=O)ccc2OC)cn1	4.6	9.5	7.8	52.9*	1.2	16.9	-1.4	5.1
C#CCOCCOCCOCCNc1nc(N2CCN(C(=O)CCCCCCCCCCNC(=O)[C@H]([C@@H](C)CC)n3cc(CCCCCN)nn3)CC2)nc(N2CCN(C(=O)CCCCCCCCCCNC(=O)[C@H]([C@@H](C)CC)n3cc(CCCCN=C(N)N)nn3)CC2)n1	40.4	13.6	17.2	-19.7	-33.0	-8.8	2.9	27.4
O=C(NCC1CCCO1)C1c2ccccc2C(=O)N1Cc1ccc2c(c1)OCO2 (stereo unspecified)	-0.7	-5.6	-14.1	23.8	-4.6	-8.1	-0.5	-4.4
COC(=O)C1CCCN1C(=O)C12CC3CC(CC(C3)C1)C2 (stereo unspecified)	0.5	8.5	-7.6	6.6	26.2	3.2	-1.0	-2.7
O=C(O)CC(C(=O)OC1CCCCC1)N1CCOCC1 (stereo unspecified)	5.1	4.4	-26.8	-5.3	1.4	-1.3	-1.0	-3.0
S=c1[nH]nc(Cc2ccccc2)n1-c1ccc(Cl)cc1	-1.6	27.0	0.7	-25.7	2.0	24.1	1.9	-0.2
